# 12-LOX inh = blocks human arachidonate 12S-lipoxygenase; P18054; Potency, µM (top dose mostly 108 µM), inactives show at the top dose activity change, negative = inhibition, hits mostly inhibitors; 1.1% of 580,000 active; AID 1671190; purified 12hLO, xylenol orange hydroperoxide absorbance; active = well fitted inhibition curve with a large enough effect; inconclusive = small, poorly fitted or top-dose-only effect, or another doubt; inactive = no such curve, though single readings can be large or run the other way
# Target sequence (P18054 whole entry, looked up): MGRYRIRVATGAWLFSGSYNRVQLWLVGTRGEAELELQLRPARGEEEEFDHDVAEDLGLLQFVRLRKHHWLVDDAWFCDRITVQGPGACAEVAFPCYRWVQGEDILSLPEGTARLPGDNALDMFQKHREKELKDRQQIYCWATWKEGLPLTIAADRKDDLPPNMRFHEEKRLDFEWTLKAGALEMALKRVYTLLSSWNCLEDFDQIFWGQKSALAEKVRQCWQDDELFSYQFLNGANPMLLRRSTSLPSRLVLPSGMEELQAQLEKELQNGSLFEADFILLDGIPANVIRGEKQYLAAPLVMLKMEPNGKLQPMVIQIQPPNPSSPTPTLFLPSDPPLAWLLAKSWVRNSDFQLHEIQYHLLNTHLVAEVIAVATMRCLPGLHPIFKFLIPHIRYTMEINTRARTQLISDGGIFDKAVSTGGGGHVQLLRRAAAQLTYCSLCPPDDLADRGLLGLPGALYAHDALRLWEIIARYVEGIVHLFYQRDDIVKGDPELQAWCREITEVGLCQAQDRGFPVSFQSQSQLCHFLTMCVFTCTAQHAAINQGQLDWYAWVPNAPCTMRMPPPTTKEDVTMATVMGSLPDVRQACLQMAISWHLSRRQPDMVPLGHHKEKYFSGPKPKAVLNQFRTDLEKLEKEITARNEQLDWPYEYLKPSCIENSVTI
#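 Purified human 12hLO at 150 nM in 25 mM Hepes, 0.01% Triton X-100, pH 7.0, preincubated 15 min at room temperature with compound. Reaction started with 40 uM arachidonic acid, 30 min at room temperature. Hydroperoxide measured by Fe-xylenol orange, 573/405 nm absorbance ratio.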
# Active calls of the source: *; ? = inconclusive; [ ] = dose if it differs, or a comment. % is set by controls: 0 for no effect and ±100 for the full control effect; potency is the fitted concentration of half-maximal effect. These rows are one share of the data; rates above refer to the full screens.
12-LOX inh,SMILES
28µM*,Cc1cccc(NC(=S)NN=C2CCCC2)c1C
?,O=C(NC1Cc2ccccc2C1)c1ccccc1F
0%,CCCn1cnc2nc(CSc3ccccc3NC(=O)c3cccc(Cl)c3)cc(=O)n21
?,COc1cccc(C(N)=O)c1OCc1ccc(SC)cc1
42%[activator],CCOCCCNC(=O)CN1CC2CC(C1)[C@H]1CCCC(=O)N1C2 (stereo partly drawn)
?,CCCCn1c(=O)[nH]c(=O)c2c1nc(CSc1nnc(-c3ccco3)n1C1CCCCC1)n2CC
-12%,O=C(CC1CCCC1)NCC1CCCCC(=O)N1 (stereo not drawn)
9%,CC(=O)Nc1ccc(NC(=O)CSCc2nc3ccccc3c(=O)[nH]2)cc1
7%,Cc1ccc(NC(=O)Cc2nnc(SCC(=O)c3ccc(C#N)cc3)n2C)cc1C
26%,CNC(=O)[C@@H]1CN(C(=O)C2CC=CCC2)C[C@H]1c1nc(COC)no1 (stereo partly drawn)
-7%,COCCn1c(C)c(C)c(S(=O)(=O)c2ccc(F)cc2)c1NC(=O)C1CCCO1 (stereo not drawn)
?,COc1ccc(CCNc2nc(-c3ccccc3)cs2)cc1OC

# New compounds follow.
12-LOX inh,SMILES
12%,COc1ccc(C(=O)N2CCc3nn(C)c(=O)n3CC2)cn1
54%[activator],Cc1ccc(-c2cnc3ccccc3n2)c(C)c1
6%,Cc1cc(N2CCN(Cc3ccccc3)CC(O)C2)nc(N)n1 (stereo not drawn)
?,Cc1oc(-c2cccs2)nc1CC(=O)N1CCC(C(=O)NCc2ccccc2)CC1
18%,CC(C)c1noc(-c2cn(C3CCCN(C(=O)c4ccc(F)c(Cl)c4)C3)nn2)n1 (stereo not drawn)
1%,Cc1ccc(C)c(C(=O)COC(=O)c2ccc(C(=O)c3ccccc3)cc2)c1
9%[176 µM],COc1ccc(-c2cc(C[C@@H]3CC[C@@H]4OC(=O)NC[C@H]4O3)no2)cc1
40%[activator],CCc1nnc([C@@H]2CC(F)(F)CN2C(=O)c2ocnc2C)o1
0%,CCN(CC(=O)NC(C)C)C(=O)c1ccc(SC(C)C)cc1
-28%,CCC(=O)Oc1ccc2c(C)c(Cc3ccccc3)c(=O)oc2c1C
37%[activator],CCOc1cc(=O)n2c(c1C(=O)Nc1ccc(F)cc1Cl)CCCC2
5%,Cc1nc(CC2CCN(Cc3cc4n(n3)CCNC4)CC2)no1

# Next structures follow.
12-LOX inh,SMILES
-2%,CC(C)c1ccc(C(=O)O)s1
25%,Cc1ccsc1C(=O)NC1CCCN(c2cc(-c3ccc(F)cc3)[nH]n2)C1 (stereo not drawn)
45%,COc1ccccc1-n1nc(-c2c(C)nc3scc(CC(=O)NCc4ccco4)n3c2=O)cc1C
7%,O=C(C1CCN(c2cn[nH]c(=O)c2)C1)N1CCc2ccccc2C1 (stereo not drawn)
3.2µM*,Cc1ccc(CNC(=O)c2cc(-c3ccc(C)o3)nc3ccccc23)cc1
?,O=[S+]1([O-])NC2(CCN(Cc3cccc4ccccc34)CC2)CNc2ccccc21
18%,O=C(NC1CCCC1)C1CC(=O)N(c2n[nH]c3ccccc23)C1 (stereo not drawn)
?,CC(C)C(=O)NC(Nc1ccc(Br)cc1)C(Cl)(Cl)Cl (stereo not drawn)
23%[176 µM],COc1ccc(CN[C@H]2C[C@@H](Cc3cc(CCO)on3)C2(C)C)cc1
-47%,CN(C)CCCNC(C(=O)O)c1cn(CCC(=O)O)c2cc(Br)ccc12 (stereo not drawn)
13%,COc1cc(OC)c(NC(=O)CN2C(=O)NC3(CCOCC3)C2=O)cc1Cl
?,COC[C@H]1C[C@@H](NS(=O)(=O)c2cccc(C(F)(F)F)c2)[C@H](O)[C@@H]1O

# (listing goes on)
12-LOX inh,SMILES
21%,Cn1cnnc1CC1CCN(C(=O)c2cn3cc(Cl)ccc3n2)CC1
-1%[176 µM],C[C@@H](NC(=O)c1ccc2c(c1)OCO2)c1onc(-c2cccnc2)c1C(=O)O
19%,CCn1nccc1C(=O)N1CCC2(CC1)CC(N(Cc1ccc(F)cc1)C1CC1)CCO2 (stereo not drawn)
8%,CCOC(=O)c1ccc(NC(=O)Cn2c(N3CCCCC3)nc(C)c(C)c2=O)cc1
-10%,O=C(c1cc(F)ccc1F)N1CCC(n2cc(-c3nc(-c4ccccc4)no3)nn2)C1 (stereo not drawn)
12%,O=C([C@H]1C[C@H](Oc2ccccc2)CN1S(=O)(=O)c1ccccc1)N1CCOCC1
30%,Cc1nc(CNC(=O)c2cccc(S(=O)(=O)NCc3cnn(C)c3)c2)no1
?,O=C(CN1CCCN(c2ccc(C(F)(F)F)cn2)CC1)Nc1ccccc1Cl
0%,C[N+](C)(C)CCOC(c1ccccc1)c1ccccc1
30%,CCCNC(=O)C1CC(c2ccccc2F)=NO1 (stereo not drawn)
24%,COc1ccc(CNC(=O)C2Cn3cccc3C(=O)N2Cc2cccnc2)cc1OC (stereo not drawn)
?,COCCn1ncc(N2CCCC(CC(=O)NCc3ccccc3OC)C2)cc1=O (stereo not drawn)

# Next section.
12-LOX inh,SMILES
-27%,N#Cc1ccc(/C=C/C(=O)c2cc3ccccc3o2)cc1
-22%,O=C(NC1CCCCC1)c1nnc2n1CCN(Cc1cccc(C(F)(F)F)c1)C2
14%,CC(NC(=O)C1CC1)c1ccncc1 (stereo not drawn)
?,COc1cc(OC)c(C(=O)Nc2nnc(C(F)(F)F)s2)cc1OC
12%,CCC1CCc2c(sc3ncn4nc(Cn5nc(C(F)F)cc5C)nc4c23)C1 (stereo not drawn)
14%,CNC(=O)[C@@H]1CN(S(=O)(=O)c2cccc(C#N)c2)C[C@H]1COC
-2%,Cc1cc(C(=O)N2CCCc3ccccc32)c2ccccc2n1
30%[activator][176 µM],CC(C)(C)NC(=O)C[C@@H]1CCNC[C@@H]1Cc1cc(COc2ccccc2)on1
0%,Cc1nc2cc(NC(=O)[C@@H]3C[C@@H](Sc4ccccn4)CN3Cc3cccc(Cl)c3)ccc2s1
-25%,CCOc1ccc(S(=O)(=O)n2ccnc2CC)cc1C
-7%,O=C(NCc1ccncc1)C1CN(C(=O)COc2ccc(Cl)cc2)CC12CCOCC2 (stereo not drawn)
30%,CC(NC(=O)c1cc(-c2ccncc2)cn1C)c1ccc(F)cc1 (stereo not drawn)

# (more compounds)
12-LOX inh,SMILES
27%,CCn1cc(-c2ccc(Cl)cc2)cc1C(=O)NCc1ccncc1
1%[176 µM],O=C1CO[C@H]2CCN(Cc3ccc(O)cc3)CC[C@@H]2N1c1ccccc1
-2%,COc1ccc(CN2Cc3[nH]cnc3C[C@H]2C(=O)N(C)Cc2ccccc2)c2ccccc12
9%,CN(Cc1ccc(C(=O)NCC(F)(F)F)cc1)C(=O)CCc1ccccc1
32%[176 µM],O=C(C1CC1)N1CCC2(CC1)Cc1ccccc1NC2=O
-20%,COc1cccc(NC(=O)c2cnc3c(c2)N(C(=O)Cc2ccc(C(C)C)cc2)CCC3)c1
13%,CN1C(=O)C(CC(=O)N2CCCNCC2)(Cc2ccccc2)c2ccccc21 (stereo not drawn)
?,O=C(O)CCC(=O)N1Cc2ccccc2CC2(CCCN2Cc2ccccc2)C1 (stereo not drawn)
21%[6.33 µM],COc1ccc(C(=O)N2CCOC3(CCN(C(=O)c4c(C)noc4C)CC3)C2)cc1
13%,O=c1[nH]c(N2CCOCC2)nc2c1CCN(Cc1cc(F)c(F)cc1F)CC2
31%,Cc1ncoc1C(=O)N1CCC(C2CCN(S(C)(=O)=O)CC2)C1 (stereo not drawn)
40%[176 µM],COC(=O)N(C)C(C)c1cccs1 (stereo not drawn)

# Part of the list above in order of heavy-atom count, high to low.
12-LOX inh,SMILES
-2%,COc1ccc(CN2Cc3[nH]cnc3C[C@H]2C(=O)N(C)Cc2ccccc2)c2ccccc12
21%[6.33 µM],COc1ccc(C(=O)N2CCOC3(CCN(C(=O)c4c(C)noc4C)CC3)C2)cc1
?,O=C(O)CCC(=O)N1Cc2ccccc2CC2(CCCN2Cc2ccccc2)C1 (stereo not drawn)
13%,O=c1[nH]c(N2CCOCC2)nc2c1CCN(Cc1cc(F)c(F)cc1F)CC2
27%,CCn1cc(-c2ccc(Cl)cc2)cc1C(=O)NCc1ccncc1
32%[176 µM],O=C(C1CC1)N1CCC2(CC1)Cc1ccccc1NC2=O

# Next section:
12-LOX inh,SMILES
23%[176 µM],COCCNC[C@@H]1C=C(C)[C@H](Cc2nnc(-c3ccc(OC)cc3)o2)C[C@H]1C(C)C
15%,O=S(=O)(Cc1ccc(F)cc1)N1CCC(C2CCNC2)CC1 (stereo not drawn)
18µM*,C=C(C)C[C@H]1CC=C[C@H](CC(=C)C)[N+]1(C)C
40%[activator],Cc1nc(C)c(C(=O)NCCn2c(C)cnc2-c2cccnc2)s1
192%[activator],O=C(NCC1Cn2cccc2CN1Cc1ccccc1)c1ccc2cc[nH]c2c1 (stereo not drawn)
52%[activator],CCc1ccc(C(CNS(=O)(=O)c2cccs2)N(C)C)cc1 (stereo not drawn)
19%,Cc1ccc2c(CCNC(=O)CNC(=O)c3ccccc3)c[nH]c2c1
15%,COCC(=O)NC1CCC12CCN(Cc1ccc(F)cc1F)CC2 (stereo not drawn)
16%,COc1ccc(S(=O)(=O)Nc2cc(C)cc(C)c2)c2cccnc12
-17%,CC(C)NC(=O)C[C@@H]1O[C@H](CNC[C@H]2O[C@@H](CC(=O)NC(C)C)[C@H](O)[C@@H]2O)[C@@H](O)[C@H]1O
-30%,CC(=O)c1ccccc1NC(C(=O)NC1CCCCC1)C(C)C (stereo not drawn)
-11%,Cc1ccc2nc(NCC(=O)OC(C)C)nc(-c3ccccc3)c2c1

# Five compounds from above, ordered by the number in 12-LOX inh, rising.
12-LOX inh,SMILES
-30%,CC(=O)c1ccccc1NC(C(=O)NC1CCCCC1)C(C)C (stereo not drawn)
-17%,CC(C)NC(=O)C[C@@H]1O[C@H](CNC[C@H]2O[C@@H](CC(=O)NC(C)C)[C@H](O)[C@@H]2O)[C@@H](O)[C@H]1O
15%,O=S(=O)(Cc1ccc(F)cc1)N1CCC(C2CCNC2)CC1 (stereo not drawn)
16%,COc1ccc(S(=O)(=O)Nc2cc(C)cc(C)c2)c2cccnc12
19%,Cc1ccc2c(CCNC(=O)CNC(=O)c3ccccc3)c[nH]c2c1

# New compounds follow:
12-LOX inh,SMILES
?,C/C(CC(C)(C)C1CCCCC1)=N\N=C(N)N
17%,O=C1CCN(C(=O)Cn2c(=O)oc3ccccc32)CCCCCCN1
2%[176 µM],O=C(N[C@H]1CO[C@H]2[C@@H]1OC[C@@H]2n1nnnc1-c1ccccc1)C1CC1
58%,Cn1ncc(N2CCOC(CCNc3nc4ccccc4s3)C2)cc1=O (stereo not drawn)
-3%,Cc1ccc(-c2nc(C3CC(=O)N(C4CCCCC4)C3)no2)cc1 (stereo not drawn)
?,CS(=O)(=O)c1ccccc1NC(=O)COc1ccccc1C(=O)Nc1ccccc1
-27%,O=C(CSc1nc2ccccc2o1)NCC1CCCCC1
?,Cc1cccc(-c2nc(-c3ccc(S(=O)(=O)N4CCOCC4)cc3)cs2)c1
-6%,COCCn1c(SCC(=O)N(C)CCOc2ccc(Cl)cc2)nnc1-c1ccccc1
51%[activator],COc1ccc(NC(=O)N2CCC3(CC2)CC(N(C(C)=O)C2CC2)CCO3)cc1 (stereo not drawn)
-10%,CC(C)c1ccc2oc(=O)cc(CN3CCC4(CC3)OCCO4)c2c1
-4%,CS(=O)(=O)Nc1cccc(-c2cncnc2NCc2cccs2)c1

# Next section:
12-LOX inh,SMILES
-3%,N#Cc1ccccc1OCC(=O)NCc1ccccc1
-4%,O=c1cc(CSc2nnc(-c3ccccc3)o2)nc2sc(C3CC3)nn12
1%,Cc1cccc(-n2nc(C)c(CCC(=O)N3CCSCC3)c2Oc2ccccc2C)c1
-20%[57.4 µM],CC(C)(O)CCc1ccc(OCc2cc(-c3cccc(OC(F)F)c3)c3ncccc3c2)cc1
-2%,CCc1nc(-c2c3n(c(=O)n(CC(=O)Nc4cccc(Cl)c4)c2=O)CCCC3)no1
?,COc1ccc(Nc2cnc3ccc(-c4ccccc4OC)nn23)cc1
5%,O=C(Nc1cccc(F)c1)c1ccc(Cn2ccn3nc4c(c3c2=O)CCCC4)cc1
2%,COc1nc2c(cc1CNC(=O)CC1CCC(=O)N1)C(=O)N(C1CCCC1)C2 (stereo not drawn)
18%,Cc1cc(C)n(CC(=O)NC2CCc3nn(CC4CC4)c(=O)n3CC2)c(=O)n1 (stereo not drawn)
-28%,COc1cccc(-c2nn3c(CN4CCCCCC4)nnc3s2)c1
29%[176 µM],COC(=O)c1ccc2nc(C[C@@H]3C[C@@H](C(C)C)[C@H](CNC(=O)C(C)C)C=C3C)[nH]c2c1
13%[176 µM],CCCNC1(Cc2cc(-c3ccccn3)on2)COC1

# Continued:
12-LOX inh,SMILES
35%,O=C(CNc1nc(-c2ccccc2)nc2ccccc12)NC1CC1
26%,Cc1n[nH]c(C)c1S(=O)(=O)Nc1ncn(Cc2ccccc2F)n1
?,O=C(c1ccc2c(c1)OCO2)N1CCCC(n2cc(-c3nc(-c4ccccc4)no3)nn2)C1 (stereo not drawn)
2%,CC(C)NC(=O)N1CCN(S(=O)(=O)c2ccccc2)[C@@H](C(=O)N[C@H](Cc2c[nH]c3ccccc23)C(N)=O)C1
?,CC(=O)c1ccc(N2CCN(C(C(=O)O)c3c[nH]c4ccc(OCc5ccccc5)cc34)CC2)cc1 (stereo not drawn)
?,O=C(C1CCN(S(=O)(=O)Cc2c(F)cccc2Cl)CC1)N1CCCC1
-9%,Cc1cc(C(=O)Nc2ccccc2SC2CCCC2)c(C)o1
-10%[176 µM],O=C(c1cnccn1)N1C[C@@H]2OCC(=O)N(CC3CC3)[C@@H]2C1
-13%,CCCCCCC12C(=Cc3cc(C)ccc31)c1ccccc1C(CC(=O)NCc1ccccc1)N2C(=O)OC (stereo not drawn)

# Screening results (PubChem)
